# TAG inh – inhibitors of triacylglycerol accumulation, primary screen, cell-based, uHTS, fluorescence, H9c2; H9c2 cells, Nile Red lipid (TAG) fluorescence; cells loaded with 200 µM oleic acid; inhibition, % at 12.5 µM; 0.66% of 230,000 active; AID 651582, 2012;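 active = pattern-corrected inhibition of lipid staining of at least 50% with the nuclear-stain viability signal not falling by more than 50%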;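 note: 0% = DMSO wells and 100% = triacsin C control wells; some results filed as inactive read as strong as hits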
# TAG inh DAPI viability – recorded beside TAG inh, whose call it bears; DAPI nuclei signal change (viability), lower = more cytotoxic, %;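 whole-well DAPI fluorescence read on a plate reader as a viability signal; minus 50 percent equals half of cells still viable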
# Numbers without * were called inactive.
SMILES | TAG inh | TAG inh DAPI viability
COc1cc(OC)c2ccc(=O)oc2c1C(CC(=O)N1CCCC1)c1ccc2c(c1)OCO2 (configuration not stated) | 2 | -4
COc1cccc(NC(=O)CN(C)C(=O)c2c(C)nn(CC(C)C)c2Cl)c1 | -28 | -4
O=C(Nc1cnn(Cc2ccc(Cl)c(Cl)c2)c1)C12CC3CC(CC(C3)C1)C2 | -86 | -9
COc1ccccc1C(=O)NCC1(c2ccccc2)CCCC1 | -21 | 14
COc1cccc(NC(=O)CN(C)C(=O)c2cc(S(=O)(=O)N3CCCCCC3)ccc2OC)c1 | 17 | 5
O=C(Nc1ccc(-c2ccc([N+](=O)[O-])cc2)cc1)c1ccccc1F | 0 | -2
Cc1n[nH]c(C)c1S(=O)(=O)N1CCCC(C(=O)Nc2nccs2)C1 (configuration not stated) | -3 | 3
CN(C(=O)COC(=O)c1ccc(-c2ccc(O)cc2)cc1)C1CCS(=O)(=O)C1 (configuration not stated) | -4 | 2
CC(=O)Nc1cccc(NC(=O)C2CCCN2C(=O)Nc2ccc(C)cc2)c1 (configuration not stated) | -8 | 1
CCOC1=NC(=C(c2ccccc2)c2ccccc2)OC1=O | -6 | -1
Cc1cc(=O)[nH]c(SCC(=O)NN(c2ccccc2)c2ccccc2)n1 | 2 | -2
O=C(c1ccc2c3n(nc2c1)-c1ccccc1CO3)N1CCCCC1 | -10 | 0
CC(Sc1nc(N)cc(=O)[nH]1)C(=O)NCC(=O)Nc1ccc(F)c(F)c1F (configuration not stated) | 10 | 3
Cc1nnc(NC(=O)CSc2nnc(Cc3cccn3C)n2C)s1 | -15 | 11
CCOC(=O)c1ccc(NC(=O)c2nc[nH]c2C(=O)N2CCC(C)CC2)cc1 | 23 | 2
COc1ccccc1NC(=O)COC(=O)c1cc2c(s1)CCC2 | -1 | -3
O=C(Nc1cccc([N+](=O)[O-])c1)C(=O)N1CCCCC1 | 3 | 1
COc1ccc(C(=O)NNC(=S)NC(=O)c2ccc(Br)o2)cc1OC | -8 | -6
COC(=O)c1c(-c2ccccc2OC)sc2cc3c(cc12)OCO3 | -14 | 16
O=C(NNC1=NCCC1)c1ccc(Br)cc1 | 0 | -2
C=CCOc1cccc(C2C(C(=O)c3ccco3)=C(O)C(=O)N2CCN(CC)CC)c1 (configuration not stated) | -27 | 11
O=C1NC2(NN1c1ccccc1)C1CC3CC(C1)CC2C3 (configuration not stated) | -4 | -8
Cc1ccccc1C1CC(c2ccccc2OC(F)F)Nc2ncnn21 (configuration not stated) | 2 | 0
CNC[C@@H]1Oc2c(NC(=O)Nc3ccc(F)cc3)cccc2C(=O)N([C@H](C)CO)C[C@@H]1C | 5 | 8
CC(C)N1CC(C(=O)Nc2ccc(Br)c(Cl)c2)CC1=O (configuration not stated) | 11 | -13
CCOC(=O)N(C)C[C@H]1OCc2cnnn2CCCC(=O)N([C@H](C)CO)C[C@H]1C | 5 | 5
CC(O)(c1ccc(F)c(F)c1)c1nc(-c2csc3ccccc23)cs1 (configuration not stated) | -26 | 23
COc1cccc(CNC(=O)c2cc(S(=O)(=O)N3CCCCC3)ccc2C)c1 | 5 | -10
COC(=O)c1cc(C#N)c(=O)[nH]c1C | 9 | -9
Cc1c(-c2cccc(Cl)c2)nc2ccccc2c1C(=O)OCC(=O)N(C)C1CCS(=O)(=O)C1 (configuration not stated) | 4 | -7
C=C(C)CC1N(c2cccc(OC)c2)C(=O)[C@@H]2C(C(=O)O)[C@H]3C=C[C@@]12O3 (some centres not stated) | -3 | -3
CC(C)N1CCC(NC(=O)Nc2ccc3c(c2)OCO3)CC1 | 9 | -3
Cc1c(Cl)cccc1Nc1n[nH]c(=S)s1 | 2 | -4
CCOc1ccc(Cl)cc1/C=N/NC(N)=O | -3 | -9
N#CCCN(Cc1cccs1)C(=O)Nc1ccc(F)cc1 | 10 | -8
O=c1[nH]c2cnn(-c3ccccc3)c2c(=O)n1O | 5 | -8
COc1ccc(NC(=O)NNC(=O)c2ccc3ccccc3c2O)cc1OC | 5 | -1
O=S(=O)(Nc1ccccc1O)c1ccc(Cl)nc1 | -2 | 5
CN(C)c1ccc(N2CN=C3SCC(=O)N3C2)cc1 | -3 | -2
Cc1nc(N)c(CC(Br)CBr)c(Cl)n1 (configuration not stated) | 3 | -11
O=C(CCC(=O)n1ncc2ccccc21)N1CCCCC1 | 1 | 2
CCOC(=O)N1CCN(C(=O)CSc2nc(=O)n3cccc(C)c3n2)CC1 | 13 | -5
COC(=O)C1=C(N)Oc2c(oc(CO)cc2=O)C1c1ccc(F)cc1 (configuration not stated) | -2 | 2
COc1ccc(/C=N/Nc2ncc(C(F)(F)F)cc2Cl)c(OC)c1OC | 1 | 7
C[C@@H]1CN([C@@H](C)CO)C(=O)c2cc(NS(C)(=O)=O)ccc2O[C@@H](C)CCCCO[C@H]1CN(C)Cc1ccc2c(c1)OCO2 | 5 | -4
CCN(C(=O)CSc1nc2ccccc2o1)C1CCS(=O)(=O)C1 (configuration not stated) | 6 | 19
CC1CN(C(=S)Nc2ccc(F)cc2F)CC(C)O1 (configuration not stated) | -4 | -1
O=C(O)c1cc(NN=Nc2cccc([N+](=O)[O-])c2)cc([N+](=O)[O-])c1 | 0 | -5
CCN(CC)C(=O)c1csc(COCCO)n1 | -5 | 2
C=CCN1C(=O)C(CC(=O)Nc2ccccc2)SC1=Nc1c(C)n(C)n(-c2ccccc2)c1=O (configuration not stated) | 1 | 6
COc1ccc(OC)c(S(=O)(=O)N/N=C\c2ccc3c(c2)OCO3)c1 | -12 | -7
CCOCCn1c(C)c(C(=O)OCC)c2cc(O)c3ccccc3c21 | 20 | 6
CC(=O)N1CC[n+]2c(-c3ccc([N+](=O)[O-])cc3)csc21 | -4 | 2
COc1cccc(NC(=O)CN(C)C(=O)C(Sc2ccccc2)c2ccccc2)c1 (configuration not stated) | 2 | 9
CCCc1cc(=S)n2c([nH]c3ccccc32)c1C#N | -15 | -7
O=C(O)Cn1cc(C(=O)C(F)(F)F)c2ccccc21 | 6 | -8

# The list goes on:
smiles	TAG inh	TAG inh DAPI viability
CSc1nc(Oc2ccccc2)c2sccc2n1	-7	-1
COc1ccc(CCNC(=O)CNC(=O)N2CC(=O)Nc3ccccc32)cc1OC	-13	3
CCOc1ccc(NC(=O)CN(C)C(=O)CN2C(=O)C3CC=CCC3C2=O)cc1OCC (configuration not stated)	0	-2
Cc1ccc(CN2CC(C(=O)Nc3ncccc3C)CC2=O)cc1 (configuration not stated)	2	3
C[C@H](CO)N1C[C@H](C)[C@@H](CN(C)S(=O)(=O)c2cccs2)Oc2ccc(NS(=O)(=O)c3ccccc3)cc2CC1=O	13	-1
O=c1c2ccccc2nc2n1CC/C2=C\N1CCN(c2ccc([N+](=O)[O-])cc2)CC1	11	-8
CCOC(=O)C(=O)NCC(c1cccs1)S(=O)(=O)c1ccc(C)cc1 (configuration not stated)	4	6
Cn1c(/C(C#N)=C(\O)c2ccc([N+](=O)[O-])cc2)nc2ccccc21	-5	6
O=C(NNc1ncnc2c1cnn2-c1ccc(F)cc1)c1cccs1	-6	6
CC(C)(C)S(=O)(=O)N1C[C@@H]2CC/C=C\C/C=C\2[C@H]1CCO	7	3
Cc1cc(=O)[nH]c2c1c(C)nn2C(C)(C)C	15	-8
Cc1ccc(N2C(=O)C3CCCN3C2=S)c(C)c1 (configuration not stated)	10	-8
O=C(Cc1cccs1)Nc1cccc(-c2nc3ccccc3o2)c1	4	8
CCCCOc1ccc(CSC(=N)N)cc1Cl	36	-6
CC1(C)CC(=O)C2=C(C1)OC(N)=C(C#N)[C@@H]2c1ccccc1[N+](=O)[O-]	1	-6
COc1ccccc1NC(=O)NC1(C(=O)N2CCC(O)CC2)CCCCC1	9	-6
Cc1ccc(S(=O)(=O)N(C)C)cc1NC(=O)COC(=O)CCCOc1ccccc1	-5	-1
CC(C)CCNC(=O)C(Cc1ccccc1)NS(=O)(=O)c1ccc2c(c1)c(=O)n(C)c(=O)n2C (configuration not stated)	11	-16
Cc1cc(O)c(NC(=S)NC(=O)c2ccc(-c3ccc(Cl)cc3)o2)cc1C	2	1
COc1ccc(S(=O)(=O)N2CCCCC2)cc1NC(=O)c1cc([N+](=O)[O-])ccc1N1CCOCC1	-2	-8
CC(NC(=O)CN1C(=O)NC2(CCc3ccccc32)C1=O)c1ccccc1 (configuration not stated)	-3	0
O=c1oc2ccccc2cc1C1=Nn2c(nnc2-c2cccnc2)SC1	-2	15
CC1(c2nnc(-c3cccc(Cl)c3)o2)CC(c2ccccc2)=NO1 (configuration not stated)	0	2
O=C(CN1CCN(S(=O)(=O)c2ccccc2)CC1)Nc1ccccc1C(=O)NC1CC1	-15	-1
Cc1nnc(SCC(=O)N2CC(=O)Nc3ccccc32)n1Cc1ccccc1	-17	8
O=C(Nc1cccn(Cc2c(Cl)cccc2Cl)c1=O)c1c(Cl)cccc1Cl	4	-1
CCCCCCCC(=O)Nc1cc(C(=O)NCc2ccc(C)cc2)ccc1N1CCC2(CC1)CC(c1cccc(Br)c1)=NO2	1	5
CCn1c(SCC(=O)c2ccc(Cl)s2)nnc1-c1cccs1	-21	-17
OC[C@@H]1CN(Cc2ccncc2)C[C@H](n2cnc3c(N4CCOCC4)ncnc32)O1	11	-11
O=C(CSc1n[nH]c(=O)[nH]c1=O)N/N=C/c1ccccc1	-6	2
O=C1NC(=O)C2(COC3(CCCC3)OC2)S1	16	-3
COc1cc(OC)cc(C(=O)N/N=C/c2ccc(OC)c(COc3ccc4ccccc4c3)c2)c1	-6	-3
Cc1ccc(S(=O)(=O)NCc2ccccc2)cc1C(=O)N1CC(C)CC(C)C1 (configuration not stated)	-8	0
O=C(CSc1nnc(-c2ccncc2)o1)NCc1ccccc1	-1	6
CN(NC(=O)COc1ccccc1)C1=NS(=O)(=O)c2ccccc21	2	-8
O=C(CCC(=O)c1cccs1)NNC(=O)c1ccccc1O	-3	-4
CC1(C)Cc2c(cnn2-c2ccc(F)cc2)C(NC(=O)c2cnccn2)C1 (configuration not stated)	2	1
CCCC(C)n1[nH]c(=O)cc1N (configuration not stated)	-6	-7
CCOc1ccccc1N1CCN(Cc2c(C)n(C)n(-c3ccccc3)c2=O)CC1	-10	6
CCOC(=O)c1sc(NC(=O)CCSC)nc1C	25	-9
CN(C#N)c1nc(N2CCOCC2)nc(N2CCOCC2)n1	17	-5
FC(F)(F)c1ccc(CN2C[C@@H]3C(c4ccc(C(F)(F)F)cc4)C4(c5cccnc5)CC3(C4)[C@H]2c2ccccc2)cc1 (some centres not stated)	-19	8
Cc1ccc(C(=O)O)cc1N1C(=O)CCCC1=O	11	-11
O=C(NCCCN1CCC(Cc2ccccc2)CC1)C1CC(=O)N(C2CCCC2)C1 (configuration not stated)	-10	-1
CCCC(=O)N1CCC1(C)C(=O)Nc1ccc(C)cc1 (configuration not stated)	2	-14
O=C(COC(=O)C12CC3CC(CC(O)(C3)C1)C2)N1CCN(S(=O)(=O)c2ccc(Cl)cc2)CC1	-2	6
C/C(=N/NS(=O)(=O)c1ccc(C)cc1)c1cccc(NC(=O)c2cccc(Cl)c2)c1	16	-11
CC(=O)c1cn(C2OC(CO)C3OC(C)(C)OC32)c(=O)n(C)c1=O (configuration not stated)	1	3
Cc1cc(C(=O)NNC(=O)c2ccc(C)c([N+](=O)[O-])c2)c(C)o1	1	5
COc1ccc(C[C@@H]2CN3C(=NC[C@@H]3C)N2C[C@H](C)NC(=O)c2ccc(C)c(Br)c2)cc1	22	4
O=S(=O)(c1ccc(Cl)c(NC(=S)Nc2ccccc2N2CCOCC2)c1)N1CCOCC1	7	6
O=C(CSc1nc2cc(Cl)ccc2s1)NCC1CCCO1 (configuration not stated)	-15	-2
Nc1ncnc2c(C3OC(CO)C(O)C3O)scc12 (configuration not stated)	119	-70
CC(C)Cc1ccc(/C=C/C(=O)N2CCOCC2)cc1	-12	8
CC(=O)N1CCN(c2ncnc3sc(-c4ccccc4)cc23)CC1	-17	17
CC(C)c1cc(-c2cc(-c3ccc(Cl)cc3)on2)nc(NC2CCCC2)n1	50	-38
O=C(CSc1n[nH]c(=O)[nH]c1=O)N1CCCCCC1	-8	7
CC(C)N1CC2=C(OC(N)=C(C#N)C2c2cccnc2)/C(=C/c2cccnc2)C1 (configuration not stated)	4	3
CCOC(=O)[C@H]1[C@H]2COc3ccc(Br)cc3[C@H]2N2C(=O)CNC(=O)[C@@]12C	14	-11

# Gathered by group, the entries above with an aryl thioether with sulfur outside any ring.
smiles	TAG inh	TAG inh DAPI viability
Cc1cc(=O)[nH]c(SCC(=O)NN(c2ccccc2)c2ccccc2)n1	2	-2
CC(Sc1nc(N)cc(=O)[nH]1)C(=O)NCC(=O)Nc1ccc(F)c(F)c1F (configuration not stated)	10	3
Cc1nnc(NC(=O)CSc2nnc(Cc3cccn3C)n2C)s1	-15	11
CCOC(=O)N1CCN(C(=O)CSc2nc(=O)n3cccc(C)c3n2)CC1	13	-5
CCN(C(=O)CSc1nc2ccccc2o1)C1CCS(=O)(=O)C1 (configuration not stated)	6	19
COc1cccc(NC(=O)CN(C)C(=O)C(Sc2ccccc2)c2ccccc2)c1 (configuration not stated)	2	9
CSc1nc(Oc2ccccc2)c2sccc2n1	-7	-1
Cc1nnc(SCC(=O)N2CC(=O)Nc3ccccc32)n1Cc1ccccc1	-17	8
CCn1c(SCC(=O)c2ccc(Cl)s2)nnc1-c1cccs1	-21	-17
O=C(CSc1n[nH]c(=O)[nH]c1=O)N/N=C/c1ccccc1	-6	2
O=C(CSc1nnc(-c2ccncc2)o1)NCc1ccccc1	-1	6
O=C(CSc1nc2cc(Cl)ccc2s1)NCC1CCCO1 (configuration not stated)	-15	-2
O=C(CSc1n[nH]c(=O)[nH]c1=O)N1CCCCCC1	-8	7

# Some of the compounds tested. The share of hits here may be higher or lower than overall.
